Bioassay records: PubChem BioAssay, National Center for Advancing Translational Sciences (NCATS)
UbGFP stabilizer = inhibits proteasome, raising ubiquitin-GFP reporter fluorescence; Ubiquitin-GFP reporter cells, proteasome inhibition, GFP fluorescence; response scale: untreated = 0%, 10 µM MG-132 = 100%; Potency, µM (doses to about 45.9 µM), for the others: top-dose activation (GFP accumulation), hits mostly activators; 67,000 tested, under 10 active; active means well fitted activation curve with a large enough effect, not every such curve was filed as active; inconclusive means small, poorly fitted or top-dose-only effect, or another doubt; inactive means no such curve, though single readings can be large or run the other way; further: potency means the concentration at half of the fitted maximal effect
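U2OS Ub(G76V)-GFP reporter; O/N plating, 0.5% FBS; cpd 46 uM–2.9 nM, 4 h, 37 °C; GFP+ cell count, 488/515 nm; norm. to basal vs 10 uM MG-132; CRC fit.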
HBB splice mod = modulators of hemoglobin beta chain splicing; HBB splicing reporter cell assay, activation; EGFP reporter with mutant IVS2-654 intron; response scale: normalised to 500 nM splice-correcting PNA; Potency, µM (doses to about 46.1 µM), for the others: at the highest dose activation, usual class: activators; 65,000 compounds, 0.06% hits; AID 925; further: potency means the concentration at half of the fitted maximal effect; 0% is about no effect
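Compounds were applied for 2 days to HeLa EGFP-654 cells, 500/well in Optimem with 2% FCS. The reporter's EGFP is disrupted by mis-splicing of beta-globin intron IVS2-654. Readout: summed well GFP fluorescence from 488 nm laser scanning; reference was 500 nM antisense […] 654 PNA.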
4-MU autofl = 4-MU region autofluorescence; compound autofluorescence, 340/450 nm, 4-MU equivalents; hits give high values; max dye-equivalent concentration, M; 59,000 compounds, 11% hits; in the data active means max dye-equivalent concentration above about 10 nM; inconclusive means mostly about 1.1 nM to 9.6 nM
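Intrinsic fluorescence at 340/450 nm (ex/em) was read after 15 min at room temperature in pH 8.0, 100 mM Tris. Each compound concentration expressed as 4-MU-equivalent concentration from a six-point 4-MU standard series on each plate.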
Epigenetic mod = epigenetic GFP locus derepression in mouse cells; mouse C127i GFP locus derepression, cytometry, 30 h; Potency, µM (titrated, usually from 46.1 µM), without a hit: top-dose GFP derepression (activation); 68,000 compounds, 0.09% hits; AID 597; further: % of control where 0% means no effect
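Read-out is the number of GFP-positive cells, scored as fluorescent objects 20 to 120 um wide, reflecting derepression of a silenced CMV-GFP reporter in murine C127i cells after 30 h compound exposure at 37 C.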
Hsp90 Hop PPI = changes Hsp90-Hop TPR2A binding signal, up or down; 71,000 compounds, 0.44% hits; AlphaScreen TPR2A-His6 binding biotin-Hsp90 C-terminal peptide; Potency, µM (top dose mostly 57 µM), for inactives: at the highest dose activity change, negative = inhibition; active means well fitted curve in either direction with a large enough effect; inconclusive means small, poorly fitted or top-dose-only effect, or another doubt; further: potency means the concentration at half of the fitted maximal effect; on the % scale 0 is the no-effect control and ±100 the full control effect; many of its hits are not listed in these tables
Luciferase inh = inhibitors of firefly luciferase; P08659; purified firefly luciferase, luminescence, 8 min; Potency, µM (top dose mostly 57.1 µM), for inactives: at the top dose activity change, negative = inhibition, hits mostly inhibitors; 72,000 compounds, 2.2% hits; further: potency means the concentration at half of the fitted maximal effect; on the % scale 0 is the no-effect control and ±100 the full control effect; nearly all actives have a fitted effect of over 40% in size
Target sequence (P08659 whole entry, looked up): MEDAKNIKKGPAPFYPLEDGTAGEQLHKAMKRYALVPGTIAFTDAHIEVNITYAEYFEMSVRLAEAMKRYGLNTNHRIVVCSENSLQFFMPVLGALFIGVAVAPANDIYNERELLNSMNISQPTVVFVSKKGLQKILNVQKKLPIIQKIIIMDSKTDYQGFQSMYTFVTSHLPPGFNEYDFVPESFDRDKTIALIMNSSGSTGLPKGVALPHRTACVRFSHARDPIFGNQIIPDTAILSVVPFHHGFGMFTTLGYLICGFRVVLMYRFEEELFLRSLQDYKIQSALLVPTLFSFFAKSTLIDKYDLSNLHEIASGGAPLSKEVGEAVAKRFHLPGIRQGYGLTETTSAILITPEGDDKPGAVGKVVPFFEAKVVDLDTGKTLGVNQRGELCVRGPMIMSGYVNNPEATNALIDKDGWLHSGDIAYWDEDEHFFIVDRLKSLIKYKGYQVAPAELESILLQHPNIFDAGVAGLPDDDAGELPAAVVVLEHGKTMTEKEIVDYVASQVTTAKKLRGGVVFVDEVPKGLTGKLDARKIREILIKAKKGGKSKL
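Compounds were tested as concentration series (qHTS) against purified P. pyralis luciferase with luciferin and 10 uM ATP in 50 mM imidazole pH 7.2, 50 mM KCl, 7 mM MgCl2, 0.01% Tween 20, 0.05% BSA. Luminescence was read after 8 min at ambient temperature.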
ERK AVP block = vasopressin-driven ERK pathway inhibition; HEK293-V1b, vasopressin-stimulated pERK AlphaScreen; Potency, µM (highest dose often 57.5 µM), without a hit: top-dose activity, negative = inhibition, actives largely listed as inhibitors; 72,000 compounds, 0.99% hits; AID 995; further: potency means the concentration at half of the fitted maximal effect; on the % scale 0 is the no-effect control and ±100 the full control effect; nearly all actives have a fitted effect of over 55% in size
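V1b-HEK293 cells; cpd 30 min 37C; 25 nM vasopressin 5 min; lyse 10 min; AlphaScreen beads 5 hr RT. Normalized to DMSO basal and 25 nM vasopressin; AC50 by Hill fit.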
Fluorescein fluor = compound autofluorescence in fluorescein spectral region. Compound autofluorescence, 480/540 nm, fluorescein-equivalent; hits give high values. 59,000 compounds, 0.91% hits. max fluorescein-equivalent concentration, M; in the data active means max fluorescein-equivalent concentration above about 10 nM; inconclusive means between about 1.1 nM and that limit
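Fluorescein stocks ranging 3 mM down to 300 nM, plus DMSO blanks, were pinned alongside compounds to build a per-plate standard curve. Buffer: 100 mM Tris, pH 8.0. Incubation 15 min, room temperature; filters 480/540 nm.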
TexasRed autofl = compounds fluorescent in Texas Red spectral region | max dye-equivalent concentration, M | Compound fluorescence, Texas Red channel, 547/618 nm; hits give high values | AID 587 | 59,000 compounds, 0.06% hits; in the data active means max dye-equivalent concentration above about 10 nM; inconclusive means between about 1.1 nM and that limit
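Pin-transferred compounds and Texas Red standards go into 100 mM Tris buffer, pH 8.0. After 15 min at room temperature, plates are imaged with 547/618 nm filters. Each value is a dye-equivalent concentration derived from the per-plate dye curve.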
A350 autofl = compound fluoresces in the Alexa 350 spectral region. Compound autofluorescence, 340/450 nm, Alexa 350 dye-equivalents; hits give high values. max dye-equivalent concentration, M. 59,000 compounds, 11% hits. AID 590; in the data active means max dye-equivalent concentration above about 10 nM; inconclusive means mostly about 1.1 nM to 9.6 nM
CRE-bla Fsk = CRE-bla signaling modulation under forskolin stimulation. CHO CRE-bla reporter (cAMP response element driving beta-lactamase), forskolin EC10, beta-lactamase ratio. Potency, µM (titrated, usually from 38.2 µM), inactives show at the top dose activity change, negative = inhibition, usual class: activators. 71,000 compounds, 2.5% hits; active means well fitted activation curve with a large enough effect in the signal ratio, with a control signal flat, not every such curve was filed as active; inconclusive means small, poorly fitted or top-dose-only effect, or effect the other way, or a change in a side signal; the % refers to the signal ratio; further: potency means the concentration at half of the fitted maximal effect; % of control where 0% means no effect
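CRE-bla CHO cells stimulated with EC10 NKH 477 (water-soluble forskolin) and compound titrations, 3 h at 37C; beta-lactamase read with CCF4 after 2 h at room temperature. Activity from 460/530 nm emission ratio, AC50 values for positive or negative modulation.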
* marks the source's active call; other numbers are inactive results; i = inactive; ? = inconclusive; · = not tested or not shown; [ ] = another dose, or the depositor's remark. Unless noted, the call rests on the fitted dose curve; in most records, active means well fitted curve in the direction sought with a large enough effect; inconclusive means small, poorly fitted or top-dose-only effect, or another doubt; inactive means no such curve, though single readings can be large; an effect the other way counts as inactive or inconclusive. A portion of the library; the hit share may differ from the screen's.

SMILES	UbGFP stabilizer	HBB splice mod	4-MU autofl	Epigenetic mod	Hsp90 Hop PPI	Luciferase inh	ERK AVP block	Fluorescein fluor	TexasRed autofl	A350 autofl	CRE-bla Fsk
COc1ccc(OC)c(NC(=O)COc2ccc(S(=O)(=O)NC(C)C)cc2)c1	-5%	-0.1%	i	0%	-2%	3%	-21%	i	i	i	?
Cc1ccccc1S(=O)(=O)Nc1nc2ccccc2nc1N1CCOCC1	11%	0.4%	1.4e-08M*	-3%	7%	1%	-3%	i	i	1.4e-08M*	13%
O=C(Nc1cccnc1)c1ccc2c(c1)OCO2	-4%	·	i	0%	0%	-6%	-1%	?	i	i	2%
Cc1ccc(NCc2nnc(SCCN3CCCCC3)n2CC2CCCO2)cc1Cl (stereo unspecified)	0%	0.0%[57.5 µM]	i	-4%	-1%	0%	?	i	i	i	-1%
COc1ccc2c(CCNC(=O)c3ccco3)c[nH]c2c1	-7%	-1.4%	i	-1%	4%	-18%	?	?	i	i	?
Cc1ccc(N(CC(=O)N2CC(=O)Nc3ccccc32)S(=O)(=O)c2ccc3c(c2)OCCO3)cc1	-1%	-1.7%	i	3%	-6%	-1%	0%	?	i	i	?
Cc1occc1C(=O)NCc1cccs1	-10%	-0.1%[9.22 µM]	·	0%	-2%	1%	0%	·	·	·	?
Cc1[nH]n(-c2ccccc2)c(=O)c1/C=N/O	-11%	-0.5%[9.22 µM]	·	0%	-21%	1%	-4%	·	·	·	2%
COc1ccc2c(c1)CCc1c(C(=O)N3CCc4ccccc4C3)noc1-2	-4%	-0.7%	i	7%	24%	-3%	24%	i	i	i	-7%
Cc1nnc(SCC(=O)n2c3c(c4ccccc42)CCCC3)s1	-11%	-0.5%	i	-3%	-1%	1%	-24%	i	i	i	11%
CCCNC(=O)c1cc(-c2ccc(Br)cc2)on1	0%	3.0%	i	0%	0%	-5%	-20%	i	i	i	?
CCOc1ccc(-c2nnn(CC(=O)Nc3ccccc3OC)n2)cc1OCC	0%	·	i	-2%	-3%	2%	-10%	i	i	i	?
Cc1nn(-c2ccccc2)c(C)c1/C=N/O	12%	0.6%	·	0%	?	1%	-29%	·	·	·	9%
Cc1ccc(N2CCN(S(=O)(=O)N(C)C)CC2)c(C)c1	11%	0.2%	·	-2%	5%	-3%	18%	·	·	·	7%
Cc1ccccc1NC(=O)CN1CCC(NC(=O)Nc2ccccc2)CC1	2%	·	i	3%	0%	1%	-12%	i	i	i	-10%
CCN(CC)C(=O)CSc1nnc(-c2ccccn2)n1-c1ccc(C)c(C)c1	1%	-0.3%[57.5 µM]	i	-2%	?	-2%	-27%	i	i	i	?
O=C(Nc1cccnc1)c1ccc(COc2ccccc2Br)o1	-5%	0.4%	i	3%	-9%	-13%	?	?	i	i	3%
O=C1COc2ccc(C(=O)COC(=O)C3CCN(S(=O)(=O)c4cccs4)CC3)cc2N1	4%	-2.2%	i	-3%	-1%	-1%	-19%	i	?	i	3%
CC1=C(c2ccc(Cl)cc2)[N+](=O)C(C)(C)N1[O-]	·	·	i	-2%[20.6 µM]	·	2%[25.5 µM]	·	i	i	i	·
Clc1ccc(OCc2nn3c(-c4ccncc4)nnc3s2)cc1	1%	-1.8%[0.369 µM]	i	0%	2%	1%	22%	?	?	i	13%

A draw from above in order of SMILES length, rising:
SMILES	UbGFP stabilizer	HBB splice mod	4-MU autofl	Epigenetic mod	Hsp90 Hop PPI	Luciferase inh	ERK AVP block	Fluorescein fluor	TexasRed autofl	A350 autofl	CRE-bla Fsk
CCCNC(=O)c1cc(-c2ccc(Br)cc2)on1	0%	3.0%	i	0%	0%	-5%	-20%	i	i	i	?
Clc1ccc(OCc2nn3c(-c4ccncc4)nnc3s2)cc1	1%	-1.8%[0.369 µM]	i	0%	2%	1%	22%	?	?	i	13%
CCOc1ccc(-c2nnn(CC(=O)Nc3ccccc3OC)n2)cc1OCC	0%	·	i	-2%	-3%	2%	-10%	i	i	i	?

(next part)
SMILES	UbGFP stabilizer	HBB splice mod	4-MU autofl	Epigenetic mod	Hsp90 Hop PPI	Luciferase inh	ERK AVP block	Fluorescein fluor	TexasRed autofl	A350 autofl	CRE-bla Fsk
CN(CC(=O)Nc1nc2ccccc2s1)S(=O)(=O)c1ccccc1	2%	2.1%	i	-2%	-2%	-6%	?	i	i	i	-10%
COc1ccccc1OCC(=O)Nc1cccc(-c2nc3ccccc3o2)c1	-3%	-0.2%	i	0%	-3%	-21%	-23%	i	?	i	6%
CCOC(=O)c1nn(-c2sc(C(=O)OC)c(C)c2C(=O)OC)cc1O	3%	0.0%[57.5 µM]	i	2%	1%	-1%	20%	i	i	i	13%
CCC1=C/C(=C/N(C)c2ccccc2)C(=O)S1	0%	-0.6%	?	0%	-15%	-1%	16%	1.5e-08M*	i	?	5%
Cc1ccc(-c2nc3ncccc3o2)cc1NC(=O)c1ccco1	-4%	-1.5%	i	3%	1%	-1%	-18%	i	i	i	2%
O=C(Cc1cccs1)N(c1ccc(Cl)cc1)C1C=CS(=O)(=O)C1 (stereo unspecified)	6%	-0.3%	i	0%	1%	0%	6%	i	i	i	8%
CN(Cc1ccco1)c1ncnc2ccc(-c3ccccc3C(F)(F)F)cc12	-2%	0.9%	i	-1%[9.22 µM]	5%	-3%[2.29 µM]	?	i	i	i	?
Cc1cc(N=Cc2c(O)n(-c3ccc4c(c3)OCO4)c(=O)c3ccccc23)ccn1	8%	-3.6%	1.9e-08M*	?	-20%	0%	-28%	?	?	1.8e-08M*	?
CCOc1c(Br)cc(CNc2ncn[nH]2)cc1OC	-1%	4.7%	i	0%	-6%	3%	-29%	?	i	i	-10%
COc1cc(C2N(c3ccccc3)CCN2c2ccccc2)ccc1OC(C)=O	-3%	-2.4%	·	2%	-9%	2%	-17%	·	·	·	?
CCOC(=O)CSc1nc2sc(C)c(C)c2c(=O)n1C	-9%	0.9%	·	5%	7%	1%	4%	·	·	·	?
Cc1ccc(NC(=O)C2(N(CC(C)C)C(=O)Cn3nnnc3N)CCCCC2)cc1	8%	-0.3%	i	4%	-8%	2%	7%	i	i	i	-16%
Nc1cccc(S(=O)(=O)c2cccc(N)c2)c1	20%	1.3%	i	5%	-4%	4%	4%	?	i	i	-12%
CCn1c(O)c(C=Nc2ccccc2)oc1=S	1%	·	2.7e-08M*	0%	5%	0%	-5%	i	i	2.6e-08M*	9%
CC(C)(C)OC(=O)N1CC=C2C(C#N)=C(N)C(C#N)(C#N)C(c3cccs3)C2C1 (stereo unspecified)	0%	-0.4%[57.5 µM]	6.2e-08M*	1%	-4%	-3%	-23%	1.8e-08M*	i	9e-08M*	-19%
COc1cc(C(=O)NCc2nnc(SCC(=O)Nc3cccc(C)c3)o2)cc(OC)c1OC	3%	0.2%	i	2%	-1%	0%	-11%	i	i	i	?
CCCN1C[C@@H](CSC)C[C@H]2c3cccc4[nH]cc(c34)C[C@@H]21	0%	-1.1%	2.3e-08M*	0%	-10%	3%	3%	?	?	2e-08M*	-15%
CSc1cccc(NC(=O)C2CCN(S(C)(=O)=O)CC2)c1	5%	-0.5%	i	-5%	4%	0%	-3%	i	i	i	-2%
CCOc1ccccc1C(=O)NC(C)c1ccc2c(c1)OCO2 (stereo unspecified)	7%	5.0%	i	-3%	-3%	1%	-21%	?	i	i	?
O=C(OCCOc1ccc(Br)cc1)c1cnccn1	-7%	0.8%[57.5 µM]	i	-4%	2%	1%	-20%	i	i	i	-1%
O=C(CN1C(=O)CSc2ccccc21)Nc1ccc2c(c1)OCCO2	-1%	·	i	1%	-10%	-3%	8%	i	i	i	-11%
COc1ccc(CNC(=O)c2cnn3c(C(F)F)cc(C)nc23)cc1OC	19%	0.2%	·	-2%	-1%	0%	?	·	·	·	?
Cc1c(C(=O)N2CCOCC2)sc2ncn(CC(=O)N3CCC(C)CC3)c(=O)c12	3%	0.1%	i	-2%	-5%	1%	3%	i	i	i	-3%
O=C(c1cc2ccccc2o1)c1nc2c(n1O)CCCCC2	1%	0.5%	i	2%	2%	0%	-14%	i	i	i	7%
Cc1nnc(SCCCN2C(=O)c3ccccc3C2=O)o1	-4%	·	i	-2%	-3%	0%	-22%	?	i	i	-3%
CSC1=NCCN1C(=O)Cc1cccs1	3%	0.1%	·	11%	-2%	-1%	-6%	·	·	·	-2%
CC1=CC(=O)CC(C)(C)[C@@]1(O)/C=C\C(C)=C\C(=O)O	1%	·	i	-5%[9.22 µM]	0%	-1%[11.4 µM]	·	?	i	i	13%
CCN1CCCC1CNC(=O)C1c2ccccc2C(=O)N(CCOC)C1c1ccc(F)cc1 (stereo unspecified)	-6%	-1.1%	i	0%	-3%	0%	-1%	i	i	?	-25%
